mHTT-CaM PPI inh = inhibitors of human mutant huntingtin-calmodulin interaction. P42858. AlphaScreen His-mHTT/GST-CaM binding, luminescence. inhibition, % at 15 µM. 190,000 compounds, 3.6% hits. AID 1671202;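 also: 0% = both proteins with DMSO and 100% = one protein alone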
Target sequence (P42858 whole entry, looked up, stated change not applied): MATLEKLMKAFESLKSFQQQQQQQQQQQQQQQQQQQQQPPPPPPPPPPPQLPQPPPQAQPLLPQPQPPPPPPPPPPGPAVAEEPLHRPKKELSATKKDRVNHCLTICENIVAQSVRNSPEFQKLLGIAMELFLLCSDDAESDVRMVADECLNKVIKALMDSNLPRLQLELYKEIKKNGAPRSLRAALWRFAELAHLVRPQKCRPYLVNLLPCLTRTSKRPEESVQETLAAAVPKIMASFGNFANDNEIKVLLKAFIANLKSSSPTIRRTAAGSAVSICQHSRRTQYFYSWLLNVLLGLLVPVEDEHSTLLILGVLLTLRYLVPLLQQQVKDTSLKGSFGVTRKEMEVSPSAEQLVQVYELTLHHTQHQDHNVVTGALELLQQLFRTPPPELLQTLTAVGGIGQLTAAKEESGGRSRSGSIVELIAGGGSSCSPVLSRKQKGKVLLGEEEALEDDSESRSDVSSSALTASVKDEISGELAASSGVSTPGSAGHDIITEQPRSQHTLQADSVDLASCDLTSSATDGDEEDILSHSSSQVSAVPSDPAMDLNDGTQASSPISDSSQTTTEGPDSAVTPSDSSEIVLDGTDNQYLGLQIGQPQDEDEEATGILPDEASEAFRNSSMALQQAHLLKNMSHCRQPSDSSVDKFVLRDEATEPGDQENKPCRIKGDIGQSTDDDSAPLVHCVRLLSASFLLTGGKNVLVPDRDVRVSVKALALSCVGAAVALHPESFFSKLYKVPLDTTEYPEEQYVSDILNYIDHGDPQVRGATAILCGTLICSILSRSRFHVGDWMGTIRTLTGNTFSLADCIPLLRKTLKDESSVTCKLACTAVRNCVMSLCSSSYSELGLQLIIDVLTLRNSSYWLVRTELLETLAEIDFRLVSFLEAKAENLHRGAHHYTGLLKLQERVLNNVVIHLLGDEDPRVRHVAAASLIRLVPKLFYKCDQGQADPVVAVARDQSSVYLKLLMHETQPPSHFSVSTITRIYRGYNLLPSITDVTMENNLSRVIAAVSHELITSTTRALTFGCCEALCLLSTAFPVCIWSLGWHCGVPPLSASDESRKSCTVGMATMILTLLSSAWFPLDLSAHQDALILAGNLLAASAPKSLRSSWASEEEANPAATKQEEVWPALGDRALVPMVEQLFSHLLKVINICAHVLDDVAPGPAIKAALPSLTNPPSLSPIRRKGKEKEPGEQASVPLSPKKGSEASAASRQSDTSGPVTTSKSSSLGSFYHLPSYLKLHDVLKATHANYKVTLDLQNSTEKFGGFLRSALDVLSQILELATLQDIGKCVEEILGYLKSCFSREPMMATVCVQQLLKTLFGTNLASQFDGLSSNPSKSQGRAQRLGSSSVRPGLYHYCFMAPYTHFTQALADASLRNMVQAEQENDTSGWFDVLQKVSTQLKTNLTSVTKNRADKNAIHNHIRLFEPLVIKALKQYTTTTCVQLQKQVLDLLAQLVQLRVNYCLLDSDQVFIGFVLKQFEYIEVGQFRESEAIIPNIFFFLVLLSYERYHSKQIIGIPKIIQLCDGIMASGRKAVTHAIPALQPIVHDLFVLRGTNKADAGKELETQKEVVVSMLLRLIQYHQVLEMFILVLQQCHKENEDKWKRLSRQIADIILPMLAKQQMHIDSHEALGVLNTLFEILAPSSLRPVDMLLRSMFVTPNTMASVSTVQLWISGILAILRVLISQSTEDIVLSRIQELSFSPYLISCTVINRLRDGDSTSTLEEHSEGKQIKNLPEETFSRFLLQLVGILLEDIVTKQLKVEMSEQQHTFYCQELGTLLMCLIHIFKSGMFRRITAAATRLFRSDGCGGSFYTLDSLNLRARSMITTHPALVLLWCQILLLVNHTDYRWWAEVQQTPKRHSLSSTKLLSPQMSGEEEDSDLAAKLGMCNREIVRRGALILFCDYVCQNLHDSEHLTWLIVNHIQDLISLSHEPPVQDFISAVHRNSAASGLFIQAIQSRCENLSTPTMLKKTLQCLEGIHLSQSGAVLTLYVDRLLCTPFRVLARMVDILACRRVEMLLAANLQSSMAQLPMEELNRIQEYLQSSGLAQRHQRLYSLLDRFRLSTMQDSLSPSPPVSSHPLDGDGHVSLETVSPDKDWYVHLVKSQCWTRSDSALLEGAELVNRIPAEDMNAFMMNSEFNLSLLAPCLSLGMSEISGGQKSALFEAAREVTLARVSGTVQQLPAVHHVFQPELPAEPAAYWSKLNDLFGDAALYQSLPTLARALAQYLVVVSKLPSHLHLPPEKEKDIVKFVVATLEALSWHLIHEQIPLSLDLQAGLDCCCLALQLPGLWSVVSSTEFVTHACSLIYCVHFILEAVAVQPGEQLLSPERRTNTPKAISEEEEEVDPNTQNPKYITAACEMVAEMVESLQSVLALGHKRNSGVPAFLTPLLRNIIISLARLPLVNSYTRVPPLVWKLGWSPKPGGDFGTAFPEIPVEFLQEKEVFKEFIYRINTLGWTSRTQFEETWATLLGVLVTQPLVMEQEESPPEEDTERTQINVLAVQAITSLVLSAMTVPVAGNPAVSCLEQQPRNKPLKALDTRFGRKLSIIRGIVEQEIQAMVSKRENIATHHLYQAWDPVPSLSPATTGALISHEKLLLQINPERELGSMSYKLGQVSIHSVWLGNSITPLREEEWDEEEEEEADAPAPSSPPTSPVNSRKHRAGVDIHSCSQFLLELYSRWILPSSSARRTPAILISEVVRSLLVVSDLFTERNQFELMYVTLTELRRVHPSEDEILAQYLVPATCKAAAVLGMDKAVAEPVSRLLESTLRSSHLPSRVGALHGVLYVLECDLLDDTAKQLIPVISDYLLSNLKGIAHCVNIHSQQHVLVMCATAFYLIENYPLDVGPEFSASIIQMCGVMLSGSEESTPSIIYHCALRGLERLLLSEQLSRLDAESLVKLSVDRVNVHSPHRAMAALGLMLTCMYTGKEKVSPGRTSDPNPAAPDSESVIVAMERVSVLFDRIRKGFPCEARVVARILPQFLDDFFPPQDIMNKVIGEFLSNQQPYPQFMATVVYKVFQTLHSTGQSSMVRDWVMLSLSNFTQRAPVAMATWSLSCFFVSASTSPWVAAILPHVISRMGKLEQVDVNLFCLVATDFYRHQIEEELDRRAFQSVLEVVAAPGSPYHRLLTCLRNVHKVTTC
Pf apPOL block = Pf-apPOL DNA polymerase inhibition; AID 1794808; 210,000 compounds, 0.25% hits; Recombinant Pf-apPOL, molecular beacon fluorescence, 1.5 h; inhibition, % at 10 µM
The depositor's hits bear a star; i = inactive; nt = no result given; & = joins results of further samples. Rule as the data show it: active = inhibition above about 50%; inactive = the rest. A portion of the library; count on the stated rates, not on these rows.

SMILES	mHTT-CaM PPI inh	Pf apPOL block
CCC(=O)Oc1ccc2c(c1)OC(=Cc1cccc(OC)c1OC)C2=O	4	2
CCOc1ccc(N2CC(c3nnc(NC(=O)c4ccc(C(C)(C)C)cc4)o3)CC2=O)cc1 (centres undefined)	25	-5
O=S1(=O)CCC(OC2CCS(=O)(=O)C2)C1 (centres undefined)	4	-3
CC(C)(C)N1Cc2nnn(Cc3ccccc3)c2-c2cc(F)ccc2S1(=O)=O	-6	-2
CCOc1ccc(CC(=O)NC2CCCCC2)cc1OCC	-1	-1
Cc1ccc(/C=N/n2c(-c3ccco3)n[nH]c2=S)s1	i	nt
COc1cc(/C=C2\CC/C(=C\c3cc(OC)c(OC)c(OC)c3)C2=O)cc(OC)c1OC	26	-1
Cc1ccc(CNC(=O)C2Oc3ccccc3NC2=O)cc1 (centres undefined)	-6	0
Cc1cc(C)nc(SCCS(=O)c2ccc(C(C)(C)C)cc2)n1 (centres undefined)	7&9	2
O=C(N/N=C/C=C\c1ccco1)c1cnccn1	i	nt
COc1ccc(CCN=C2CCc3ccccc3N2)cc1OC	0	-2
CCN1CCC(N(C)CCc2ccc(OC)c(OC)c2)CC1	-5	10
O=C1CN(C(=O)C2CC2)C(c2ccccc2)c2cc(F)ccc2N1 (centres undefined)	-3	-6
Cc1cccc(CN2CCC(CNC(=O)C3CCN(c4nccc(C)n4)CC3)CC2)c1	6	6
N#Cc1cn(CCOc2ccccc2F)c2ccccc12	-65	-2
COc1cc(C)nc(N(Cc2ccccc2)S(=O)(=O)c2ccc(C)cc2)n1	-40	0
Cc1ccc(NC(=O)Cn2nc(N3CCCC(C)C3)c3ccccc3c2=O)c(C)c1 (centres undefined)	0	-3
O=C(Nc1cccnc1)c1cccc(C(=O)Nc2cccnc2)c1	2	-10
Cc1ccc(N2NC(=O)/C(=C\c3ccc4c(c3)OCO4)C2=O)cc1Cl	9	3
COC(=O)c1cc(S(=O)(=O)NCCc2c[nH]c3ccccc23)oc1C	nt	-15
COc1cccc(C2=NC3(CCN(C)CC3)NC(c3cc(Cl)ccc3O)C2)c1 (centres undefined)	52*	-4
O=C(CCNS(=O)(=O)c1cccs1)Nc1ccccc1F	-2	0
O=C(Nc1cc(Br)cc2cccnc12)c1ccccc1Br	-4	-5
COc1ccc(CCNc2nc3c(c(=O)n(C)c(=O)n3C)n2Cc2ccccc2F)cc1OC	3	-4
Cc1sc2cc(C(=O)N3CCN(C)CC3)[nH]c2c1CN1CCCC1	15	2

Later entries.
SMILES	mHTT-CaM PPI inh	Pf apPOL block
Cc1cccc(N2CCN(c3ncnc(N)c3[N+](=O)[O-])CC2C)c1 (centres undefined)	39	-1
C=CCSc1nc2nc3c(cc2c(=O)n1-c1ccccc1C)COC(C)(C)C3	2	4
C=CCn1c(CCCO)nc2ccccc21	-4	-7
COc1cc(OC)c(NC(=O)CSc2nc3ccccc3n2S(C)(=O)=O)cc1Cl	17	-2
CCOC(=O)C1CCN(Cc2cc(=O)oc3cc(C)c(O)cc23)CC1	-5	-2
CN1CCN(CCNC(=O)c2cc(-c3ccccc3)cn2C)CC1	24	-7
Cn1c(CNC(=O)C2CCCN(c3nnc4ccccn34)C2)nc2ccccc21 (centres undefined)	3	-5
Cc1ccc(CN2CCC(CNC(=O)Nc3ccccc3Br)CC2)cc1	4	-5
O=C(Nc1cc(Cl)ccc1Cl)c1noc2c1CCC2	15	-3
N#CCCON=Cc1ccco1	nt	2
Cc1ccccc1C(=O)N1CCN(c2ccc(-c3nc(C)c(C)s3)cn2)CC1	-7	0
COCCCNC(=O)c1ccc(CN(c2ccc(C)c(C)c2)S(C)(=O)=O)cc1	0	-8
O=c1oc2cc3occ(-c4ccc(F)cc4)c3cc2c2c1CCC2	0	27
COC(=O)c1ccc(Oc2c(C)oc3cc(O)ccc3c2=O)cc1	3	-8
Cc1cccc(N(CC(=O)NCc2ccccn2)S(=O)(=O)c2ccccc2)c1C	5&2	-5&-6
COc1ccccc1CNc1ccc(-c2nc(-c3ccccc3)no2)cn1	-5	0
Cc1ccc(CNC(=O)N2CCC(c3nc(C(=O)N4CCCC4)c(C)o3)CC2)cc1	2	-5
Cc1ccc2c(c1)c1c(n2C)CC[N+](C)(C)C1	-1	-4
Cc1onc(-c2ccccc2Cl)c1C(=O)NCc1ccc2c(c1)OCO2	7	-12
O=C(Nc1cccc(O)c1)c1cc2nc(-c3cccs3)cc(C(F)(F)F)n2n1	17	-171
COc1cc(C(=O)Oc2cc(C)c3c(c2)OC(=Cc2ccncc2)C3=O)cc(OC)c1OC	9	0
NC(=O)c1cnc2n(c1=O)CCS2	nt	-4
COc1ccc(C(CC(=O)c2ccc(F)cc2)S(=O)(=O)c2ccccc2)cc1 (centres undefined)	-6	5
CCCCN(C)Cc1c(O)ccc2c1OC(=Cc1ccc(OC)cc1OC)C2=O	24	1
COc1ccccc1CNC(=O)C1CCN(c2nc3ccc(Cl)cc3s2)CC1	-2	-13

More structures:
SMILES	mHTT-CaM PPI inh	Pf apPOL block
CCOC(=O)c1nn(-c2ccc(F)cc2)cc1O	-2	-3
Cc1nnc(Nc2ccc3c(c2)OCO3)c2ccccc12	6	-4
Cc1cccc(-c2noc(C3CCN(CC(=O)Nc4ccccc4)CC3)n2)c1	12	5
NC1COS(=O)OC1c1ccc([N+](=O)[O-])cc1 (centres undefined)	-6	-2
CC(=O)C1=C(C)NC(SCC(=O)c2ccc(F)cc2)=C(C#N)C1c1sccc1C (centres undefined)	-71	-1
CCn1c(-c2cc(C3CC3)nc3c2c(C2CC2)nn3C)n[nH]c1=S	-3	nt
N#Cc1cc2c(N)c(C(=O)Nc3ccccc3Br)sc2nc1N	20	33
COc1ccc(S(=O)(=O)N2CC(C)OC(C)C2)cc1OC (centres undefined)	-5	-7
CCc1nnc(NC(=O)c2c(O)c3cccc4c3n(c2=O)CCC4)s1	-4	-4
CCc1nc2c(NS(=O)(=O)c3cccc(C(F)(F)F)c3)cccn2n1	2	-6
CC1(C)C(=O)C2(C(=O)Nc3cccc(Cl)c3)CCC1C2 (centres undefined)	-23	-3
O=C(O)COc1ccc2c(c1)OC(=Cc1ccccc1Cl)C2=O	9	-3
O=C(NCc1ccc2c(c1)OCO2)c1cnccn1	7	-3
COc1ccc(OC)c(NC(=O)c2c(NCc3ccncc3)sc3c2CCC3)c1	88*	-15
CCC(=O)N1CCN(c2ccc(NC(=O)Cc3ccccc3)cn2)CC1	4	-4
Cc1ccc(-n2cc(C(=O)N3CCCCCC3)nn2)cc1	-12	-5
CCc1ccccc1NC(=O)NCc1ccnc(N2CCSCC2)c1	-1	3
Cc1ccccc1OCCCN1CCCCC1	-6	5
O=C(O)C1NC(c2cc(Br)ccc2O)C2C(=O)N(c3ccccc3)C(=O)C12 (centres undefined)	-4	-7
Brc1cc2c(cc1[C@H]1Nc3ccccc3[C@H]3C=CC[C@H]31)OCO2	nt	6
Cc1cccc(-c2nc(C3CCN(C(=O)c4ccc(Br)cc4)CC3)no2)c1	37	-2
COc1ccc(CC(=O)NCc2ccccc2Cl)cc1	-7	1
CC(C)(C)C(=O)Nc1ccc(N2CCN(C(=O)c3cccc(F)c3)CC2)nc1	-1	-5
Cc1cc(OCC(O)CN2CCN(CCO)CC2)ccc1C(C)C (centres undefined)	1	5
CC1CCCC(C)N1C(=O)Cc1ccccc1 (centres undefined)	-2	-9

Next records follow:
SMILES	mHTT-CaM PPI inh	Pf apPOL block
CCn1nc(CNC(=O)c2ccc(F)cc2)c2ccccc21	-4	-2
O=C(c1cnccn1)N1CCc2[nH]nc(-c3ccc(F)cc3)c2C1	-6	-5
Cc1ccccc1C(=O)N1CCc2c(c(C(=O)NCc3ccc(Cl)cc3)nn2C)C1	11	-4
CC1(C)CC(=O)C2=C(C1)Nc1ccccc1NC2c1ccc([N+](=O)[O-])cc1 (centres undefined)	6	-6
O=c1cc(-c2ccccc2)c2ccc(O)c(CN3CCOCC3)c2o1	-10	2
COc1ccc(-c2csc(N)n2)cc1OC	18	-2
Cc1ccc(N(CC(=O)NCc2ccco2)S(C)(=O)=O)cc1Cl	-3	-2
Cc1cc(N2CCN(C(=O)c3ccccc3)CC2)c(F)cc1[N+](=O)[O-]	10	-2
COc1cc(C2C=C(Nc3ccccc3)C(=O)N2c2ccccc2)ccc1O (centres undefined)	19	-2
COc1ccccc1NC(=O)CSc1nc2nc(C)cc(C)c2c(=O)[nH]1	-20&6	0&-6
O=C(c1cccs1)N1CCCN(Cc2noc(-c3ccccc3)n2)CC1	2	-1
CSc1ncccc1C(=O)N1CCC(CCOc2cccc(F)c2)CC1	14	-2
CC(C)(C)C(=O)Nc1c2c(nn1C(C)(C)C)CS(=O)C2 (centres undefined)	1	-1
CC(=O)Nc1ccc(S(=O)(=O)Nc2ccc(-c3nc4ccccc4o3)cc2)cc1	4	-3
O=C(c1c2c(nn1C1CCS(=O)(=O)C1)CCC2)N1CCC(Cc2ccccc2)CC1 (centres undefined)	-1	-15
Cc1ccc(NC(=O)c2ccc(-c3ccc(Cl)cc3)o2)c([N+](=O)[O-])c1	30	-6
CCC1CCCCN1S(=O)(=O)c1ccc2[nH]c(=O)cc(C(=O)NC3CCCC(C)C3C)c2c1 (centres undefined)	31	-12
CC(=O)Nc1ccc(-c2noc(C3CCN(C(=O)c4cc5ccccc5[nH]4)CC3)n2)cc1	98*	3
C(=Nc1ccc(-c2ccccc2)cc1)c1ccc2c(c1)OCCOCCOCCO2	7	-5
Cc1sc2nc(C3CC3)nc(N3CCN(C(=O)CCCl)CC3)c2c1C	22	-9
Cc1ccc(-c2nc3ncccc3o2)cc1NC(=O)c1ccccc1Cl	1&0	-2&-4
CCCCc1nc2sc3c(N4CCOCC4)ncnc3c2c2c1COC(C)(C)C2	-5	-6
COc1ccc(C2CC(c3ccccc3Cl)n3nnnc3N2)cc1 (centres undefined)	-5&9	0&-6
CC1=NN(c2ccccc2)C(=O)/C1=C/C=C/c1cccc([N+](=O)[O-])c1	13	-1
COc1ccc(OCC(=O)N2CCN(C(=O)CC(C)C)CC2)cc1	-5	-9

Additional results
SMILES	mHTT-CaM PPI inh	Pf apPOL block
O=[N+]([O-])c1ccc(C(O)CSc2ncnc3nc[nH]c23)cc1 (centres undefined)	-3	-3
COc1cccc(Cn2ccn(-c3ccc(F)c(F)c3)c(=O)c2=O)c1	-7	-6
Cn1ccc2c(-c3cccc(C=O)c3)cc3c(c21)C1CCC3O1 (centres undefined)	6	-9
COc1cc(C)nc(N(C)S(=O)(=O)c2ccccc2)n1	-6	-1
Cc1ccc(NC(=O)N2CCCC2c2cc(C)on2)c(Cl)c1 (centres undefined)	-2	-6
c1ccc2cc3sccc3cc2c1	nt	-9
CC(C)(C)NC(=O)C1CCN(c2ccc(Cl)cc2Cl)C1=O (centres undefined)	-4	-4
O=C(c1ccc(-c2c(-c3ccc(F)cc3)ncn2C2CCCC2)o1)N1CCCC1	3	-7
Cc1nn(C)cc1S(=O)(=O)Nc1ccc2c(c1)OCCO2	-4	-9
CC(=O)Nc1cccc(NS(=O)(=O)c2cc(Cl)ccc2Cl)c1	23	1
COc1nn(C)cc1C(=O)Nc1nnc(SCC(=O)Nc2nc(C)cs2)s1	-5	2
O=S(=O)(Nc1ccc(F)c(Cl)c1)c1ccc2c(c1)OCCCO2	-20	1
CCC1CN2C=NC(N3CCN(S(=O)(=O)c4cccc(OC)c4)CC3)=CC2=N1 (centres undefined)	17	3
COc1ccc(C)cc1NC(=O)NC1CC(=O)N(c2ccc3c(c2)OCCO3)C1 (centres undefined)	18	2
CC(=O)Nc1ccc(-c2noc(C3CCN(C(=O)c4cccc(NC(C)=O)c4)CC3)n2)cc1	-2	-6
O=C1CCCc2nn(-c3ccccc3)c(-c3ccncc3)c21	-1	-6
CCn1cc(CNS(=O)(=O)c2cnn(CC)c2C)cn1	-3	nt
CSc1ccc(S(=O)(=O)N2CCN(C/C=C/c3ccccc3)CC2)cc1	0	-5

A second format for 19 compounds above.
| SMILES | mHTT-CaM PPI inh | Pf apPOL block |
| --- | --- | --- |
| COc1ccc(OCC(=O)N2CCN(C(=O)CC(C)C)CC2)cc1 | -5 | -9 |
| O=[N+]([O-])c1ccc(C(O)CSc2ncnc3nc[nH]c23)cc1 (centres undefined) | -3 | -3 |
| COc1cccc(Cn2ccn(-c3ccc(F)c(F)c3)c(=O)c2=O)c1 | -7 | -6 |
| Cn1ccc2c(-c3cccc(C=O)c3)cc3c(c21)C1CCC3O1 (centres undefined) | 6 | -9 |
| COc1cc(C)nc(N(C)S(=O)(=O)c2ccccc2)n1 | -6 | -1 |
| Cc1ccc(NC(=O)N2CCCC2c2cc(C)on2)c(Cl)c1 (centres undefined) | -2 | -6 |
| c1ccc2cc3sccc3cc2c1 | nt | -9 |
| CC(C)(C)NC(=O)C1CCN(c2ccc(Cl)cc2Cl)C1=O (centres undefined) | -4 | -4 |
| O=C(c1ccc(-c2c(-c3ccc(F)cc3)ncn2C2CCCC2)o1)N1CCCC1 | 3 | -7 |
| Cc1nn(C)cc1S(=O)(=O)Nc1ccc2c(c1)OCCO2 | -4 | -9 |
| CC(=O)Nc1cccc(NS(=O)(=O)c2cc(Cl)ccc2Cl)c1 | 23 | 1 |
| COc1nn(C)cc1C(=O)Nc1nnc(SCC(=O)Nc2nc(C)cs2)s1 | -5 | 2 |
| O=S(=O)(Nc1ccc(F)c(Cl)c1)c1ccc2c(c1)OCCCO2 | -20 | 1 |
| CCC1CN2C=NC(N3CCN(S(=O)(=O)c4cccc(OC)c4)CC3)=CC2=N1 (centres undefined) | 17 | 3 |
| COc1ccc(C)cc1NC(=O)NC1CC(=O)N(c2ccc3c(c2)OCCO3)C1 (centres undefined) | 18 | 2 |
| CC(=O)Nc1ccc(-c2noc(C3CCN(C(=O)c4cccc(NC(C)=O)c4)CC3)n2)cc1 | -2 | -6 |
| O=C1CCCc2nn(-c3ccccc3)c(-c3ccncc3)c21 | -1 | -6 |
| CCn1cc(CNS(=O)(=O)c2cnn(CC)c2C)cn1 | -3 | nt |
| CSc1ccc(S(=O)(=O)N2CCN(C/C=C/c3ccccc3)CC2)cc1 | 0 | -5 |

From PubChem BioAssay
